HepG2 tox: kills HepG2 cells in TGF-b inhibitor counter-screen. HepG2 CAGA-GFP viability, ATP luminescence, 18 h. Potency, µM (series often up to 46.1 µM), for the others: at the top dose activity change, negative = cytotoxicity, hits mostly cytotoxic. 0.76% of 410,000 active. AID 588856; further: potency means the concentration at half of the fitted maximal effect; some results filed as inactive show a strong effect at the top dose
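HepG2 CAGA-GFP cells (1000/well, DMEM with 1% FBS) received compound, then TGF-beta at 500 pg/mL final, and were incubated 18 hours at 37 degrees C. Viability was read by CellTiter-Glo luminescence. Media-only wells were set as complete cell-killing and DMSO as no toxicity.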
TGFb inhibitor: inhibitors of TGF-b signaling; Potency, µM (doses to about 46.1 µM), for the others: at the top dose activity, negative = inhibition, hits mostly inhibitors; HepG2 CAGA-GFP TGF-b/SMAD3 reporter, GFP fluorescence, 18 h; TGF-beta stimulated, 500 pg/mL final; 1.2% of 410,000 active; further: potency means the concentration at half of the fitted maximal effect; on the % scale 0 is the no-effect control and ±100 the full control effect; nearly all actives have a fitted effect of over 65% in size
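HEPG2 CAGA-GFP, 1000 cells/well; 2 h settle, 37 C; cpd via pin tool; TGF-b 500 pg/mL final; 18 h, 37 C; GFP imaging ex488/em500-530; %Activity normalised to -TGF-b and +DMSO controls; CRC fit, curve class.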
A549 tox: kills or reduces viability of A549 cells in Nrf2 counter-screen; Potency, µM (titrated, usually from 46 µM), for inactives: at the highest dose activity change, negative = cytotoxicity, actives largely listed as inhibitors; A549 ARE-Fluc cells, CellTiter-Fluor viability, 18-24 h; AID 504648; 0.16% of 390,000 active; further: potency means the concentration at half of the fitted maximal effect; on the % scale 0 is the no-effect control and ±100 the full control effect
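A549 ARE-Fluc cells in 5% FBS OPTI-MEM, 5000 cells/well, rested 2 h then exposed to compounds in concentration-response for 18-24 h at 37 °C. Viability by CellTiter-Fluor fluorescence (Ex 405/Em 525) after 30 min; luciferase luminescence (BugLite, 15 min, RT) read afterwards.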
Mm-Cpn inhibitor: blocks the Methanococcus maripaludis chaperonin Mm-Cpn; 0.031% of 330,000 active; Potency, µM (doses to about 76.9 µM), for the others: top-dose activity, negative = inhibition, actives largely listed as inhibitors; AID 504842; purified Mm-Cpn ATPase, ADP Transcreener TR-FRET; further: potency means the concentration at half of the fitted maximal effect; on the % scale 0 is the no-effect control and ±100 the full control effect; nearly all actives have a fitted effect of over 80% in size
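ATPase turnover read by TR-FRET ADP competition (Eu cryptate antibody/ADP-d2, 665/590 nm): 10uM ATP final, 25nM Mm-CPN final, 30 min 37degC after 10-min compound preincubation, pH 7.4 Tris/KCl/MgCl2/DTT buffer.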
Nrf2 activator: activators of Nrf2 (ARE) signaling; Potency, µM (highest dose often 46.1 µM), inactives show at the highest dose activation, actives largely listed as activators; AREc32 ARE-luciferase reporter (MCF7-derived line), luminescence, 24 h; 0.31% of 410,000 active; further: potency means the concentration at half of the fitted maximal effect; % of control where 0% means no effect; nearly all actives have a fitted effect of over 65% in size
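Nrf2 activation is followed as ARE-luciferase induction in the AREc32 line after one day of compound treatment; luminescence is read with Steady-Glo.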
S2 tox: viability counter-screen for ATXN expression inhibitors; S2 cells (HEK-293 line with an ATXN2-luciferase reporter) viability, CellTiter-Fluor protease fluorescence, 24 h; Potency, µM (highest dose often 56.7 µM), most hits filed as cytotoxic; 0.49% of 400,000 active; further: potency means the concentration at half of the fitted maximal effect; nearly all actives have a fitted effect of over 40% in size
Nrf2 inh: blocks Nrf2 signaling | A549 ARE-Fluc reporter, luciferase luminescence, 18-24 h | Potency, µM (titrated, usually from 46 µM), for the others: at the top dose activity change, negative = inhibition, most hits filed as inhibitors | 2.1% of 360,000 active; further: potency means the concentration at half of the fitted maximal effect; on the % scale 0 is the no-effect control and ±100 the full control effect; nearly all actives have a fitted effect of over 60% in size
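A549 ARE_Fluc cells (5000/well, 5% FBS OPTI-MEM) pre-incubated 2 h, then treated with compounds 18-24 h at 37C/5% CO2 in concentration-response. CellTiter-Fluor viability read first; BugLite luciferase luminescence after 15 min at room temperature gives Nrf2 activity.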
Akt phos inh: inhibitors of Akt phosphorylation | Neuro2A IGF-stimulated pAkt S473 HTRF, 20 min; active compounds read low | activity change, % for hits at 50 µM | 0.32% of 360,000 active; in the data active means activity change below about -80%; inconclusive means mostly about -51% to -80%; further: on the % scale 0 is the no-effect control and ±100 the full control effect
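Neuro2A cells (4,500/well, DMEM with 0.5% FBS) were treated with compound at a single 50 µM final concentration, stimulated with 6 nM IGF for 20 min at 37 °C, and lysed. Phospho-Akt Ser473 was read by HTRF as 665/615 ratio ×10^4.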
CCT chaperon mod: changes cytosolic chaperonin activity | purified chaperonin ATPase assay, HTRF ADP detection, 30 min | activity change, % (concentration not given with the values), hits read low | 0.3% of 360,000 active; in the data active means activity change below about -30%; further: on the % scale 0 is the no-effect control and ±100 the full control effect
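TRiC (40 or 20 nM final, by batch activity) in 30 mM Tris pH 7.4, 100 mM KCl, 5 mM MgCl2, 1 mM DTT was treated with compound at 76 uM single dose, then 10 uM ATP, 30 min at 37 °C. ADP was read by HTRF Transcreener.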
An asterisk follows results filed as active; [ ] = dose if it differs, or a comment. Unless noted, the call rests on the fitted dose curve; in most records, active means well fitted curve in the direction sought with a large enough effect; inconclusive means small, poorly fitted or top-dose-only effect, or another doubt; inactive means no such curve, though single readings can be large; an effect the other way counts as inactive or inconclusive.

For C[C@@H]1CN([C@@H](C)CO)C(=O)c2cccc(NC(=O)C3CCCCC3)c2O[C@@H]1CN(C)C(=O)NC1CCCCC1 the results were HepG2 tox -6%, TGFb inhibitor -4%, A549 tox -6%, Mm-Cpn inhibitor 1%, Nrf2 activator -0.3%, S2 tox inactive, Nrf2 inh 9%, Akt phos inh inactive and CCT chaperon mod -2.7.
CN(Cc1ccccc1)C(=O)c1c[nH]c2ccc(S(=O)(=O)Nc3ccccc3F)cc2c1=O was read as HepG2 tox -4%, TGFb inhibitor -2%, A549 tox 16%, Nrf2 activator -0.1%, S2 tox inactive and Nrf2 inh 19%.
Screening CCC(C)(C)C1CCC2(CC1)NC(=O)N(CC(=O)NC(C)CCc1ccccc1)C2=O (centres undefined) returned HepG2 tox -23%, TGFb inhibitor 4%, A549 tox -2%, Mm-Cpn inhibitor 2%, Nrf2 activator -0.6%, S2 tox inactive, Nrf2 inh 11%, Akt phos inh inactive and CCT chaperon mod -4.0.
For CCOC(=O)NC1(C(F)(F)F)NC(=O)N(c2cccc(C(F)(F)F)c2)C1=O (centres undefined) the results were HepG2 tox 23%, TGFb inhibitor 0%, A549 tox 0%, Mm-Cpn inhibitor 1%, Nrf2 activator -0.4%, S2 tox inactive, Nrf2 inh 10%, Akt phos inh inactive and CCT chaperon mod -0.7.
N#CCCN(C1CCCCC1)S(=O)(=O)c1cccc2nsnc12 was read as HepG2 tox 4%, TGFb inhibitor 4%, A549 tox -4%, Mm-Cpn inhibitor 3%, Nrf2 activator -0.7%, S2 tox inactive, Nrf2 inh -10%, Akt phos inh inactive and CCT chaperon mod -1.3.
`Oc1cccc(-c2nc3ccccc3s2)c1` gave HepG2 tox -7%, TGFb inhibitor 2%, A549 tox 21%, Mm-Cpn inhibitor -2%, Nrf2 activator inconclusive, S2 tox inactive, Akt phos inh inactive and CCT chaperon mod 0.2.
Screening CCOc1ccc(S(=O)(=O)N2CCC(C(=O)NCc3cccnc3)CC2)cc1 returned HepG2 tox 2%, TGFb inhibitor -5%, A549 tox 11%, Mm-Cpn inhibitor -2%, Nrf2 activator -1.0%, S2 tox inactive, Nrf2 inh -4%, Akt phos inh inactive and CCT chaperon mod 2.0.
Screening OC[C@H]1O[C@@H](c2nc3ccc(-c4nc(-c5ccc(Br)cc5)no4)cc3[nH]2)C[C@@H]1O returned HepG2 tox -29%, TGFb inhibitor 7%, Nrf2 activator 8.8%, S2 tox inconclusive, Akt phos inh inactive and CCT chaperon mod -0.2.
For COc1ccc(N2CCN(CCCNC(=O)Cn3c(=O)c4cccn4c4ccccc43)CC2)cc1 the results were HepG2 tox -1%, TGFb inhibitor 2%, A549 tox 5%, Mm-Cpn inhibitor -1%, Nrf2 activator 0.1%, S2 tox inactive, Nrf2 inh 11%, Akt phos inh inactive and CCT chaperon mod -0.6.
`CC#CCN1c2ccccc2[C@]23C[C@@H](C(=O)OC)N(C(=O)C4CCC4)C2=NC(C(=O)OC)=C(C(=O)OC)[C@H]13` gave HepG2 tox 0%, TGFb inhibitor -40%, A549 tox -3%, Mm-Cpn inhibitor -4%, Nrf2 activator -0.2%, S2 tox inactive, Nrf2 inh -15%, Akt phos inh inactive and CCT chaperon mod -3.3.
Screening COCc1nnc(NC(=O)c2cccs2)s1 returned HepG2 tox -5%, TGFb inhibitor -14%, A549 tox -11%, Mm-Cpn inhibitor 0%, Nrf2 activator 0.3%, S2 tox inactive, Nrf2 inh 3%, Akt phos inh inactive and CCT chaperon mod 1.5.
For O=C(Oc1ccc(-c2ccccc2)cc1)c1ccco1 the results were HepG2 tox 4%, TGFb inhibitor -6%, A549 tox -7%, Nrf2 activator 0.5%, S2 tox inconclusive, Nrf2 inh 0%, Akt phos inh inactive and CCT chaperon mod 1.1.
`COc1cccc(-c2nnc3n(CCc4ccccc4)c(=O)c4ccccc4n23)c1O` gave HepG2 tox -20%, TGFb inhibitor inconclusive, A549 tox 9%, Nrf2 activator 4.6%, S2 tox inactive and Nrf2 inh 10%.
COc1cccc(C2=N/C(=C\N(C)C)C(=O)O2)c1 was read as HepG2 tox -4%, TGFb inhibitor 8%, A549 tox -6%, Mm-Cpn inhibitor 0%, Nrf2 activator 2.4%, S2 tox inconclusive, Nrf2 inh 8%, Akt phos inh inactive and CCT chaperon mod -1.8.
`CC(NC(=O)c1nn(C)c(=O)c2ccccc12)c1ccc(F)cc1` (centres undefined) gave HepG2 tox -7%, TGFb inhibitor 12%, A549 tox 2%, Mm-Cpn inhibitor 0%, Nrf2 activator -0.2%, S2 tox inactive, Nrf2 inh -11%, Akt phos inh inactive and CCT chaperon mod -7.4.
O=C(O)CCSc1nc2ccccc2s1 was read as HepG2 tox 10%, TGFb inhibitor 10%, A549 tox 0%, Mm-Cpn inhibitor -1%, Nrf2 activator -1.7%, S2 tox inactive, Nrf2 inh 13µM*, Akt phos inh inactive and CCT chaperon mod 1.7.
Screening CC1SCC(NC(=O)c2cccc(Cl)c2)CS1 (centres undefined) returned HepG2 tox -54%, TGFb inhibitor -8%, A549 tox 1%, Mm-Cpn inhibitor -1%, Nrf2 activator 1.0%, S2 tox inactive, Nrf2 inh 1%, Akt phos inh inactive and CCT chaperon mod 0.5.
Cc1ccc(CNC(=O)c2nn(-c3ccc(Cl)cc3)nc2CO)cc1 was read as HepG2 tox -25%, TGFb inhibitor inconclusive, A549 tox -11%, Nrf2 activator 3.1% and Nrf2 inh inconclusive.
For Cc1csc(NC(=O)CSc2nc(=O)[nH]c3c2CCCC3)n1 the results were HepG2 tox 0%, TGFb inhibitor 1%, A549 tox -10%, Mm-Cpn inhibitor -3%, Nrf2 activator 0.2%, S2 tox inactive, Nrf2 inh -11%, Akt phos inh inactive and CCT chaperon mod -4.8.
For Cc1ccccc1NC(=O)C1CC(Cl)=CCC1C(=O)O (centres undefined) the results were HepG2 tox 2%, TGFb inhibitor 3%, A549 tox -2%, Mm-Cpn inhibitor -2%, Nrf2 activator 0.2%, S2 tox inactive, Nrf2 inh -5%, Akt phos inh inactive and CCT chaperon mod 0.2.
Screening O=C(CN1CCC(n2nnc3cc(C(F)(F)F)ccc32)CC1)Nc1ccc2c(c1)OCCO2 returned HepG2 tox -22%, TGFb inhibitor 3%, A549 tox 4%, Mm-Cpn inhibitor 0%, Nrf2 activator 0.3%, S2 tox inactive, Nrf2 inh 9%, Akt phos inh inactive and CCT chaperon mod 2.6.
Cc1ncc(S(=O)(=O)c2ccccc2)c(-c2ccc(Cl)cc2Cl)n1 was read as HepG2 tox -9%, TGFb inhibitor 4%, A549 tox -6%, Mm-Cpn inhibitor 2%, Nrf2 activator 2.5%, S2 tox inactive, Nrf2 inh -5%, Akt phos inh inactive and CCT chaperon mod 0.0.
Cc1ccc(C)c(N2CCN(C(=O)c3ccc(NC(=O)c4nsc5ccccc45)cc3)CC2)c1 was read as HepG2 tox 4%, TGFb inhibitor -2%, A549 tox 5%, Nrf2 activator 3.8% and S2 tox inactive.
`COc1ccc(NC(=O)CSc2ncccc2C(=O)OC(C)C)cc1OC` gave HepG2 tox 52%, TGFb inhibitor 18%, A549 tox 1%, Mm-Cpn inhibitor 4%, Nrf2 activator 2.5%, S2 tox inactive, Nrf2 inh 9.2µM*, Akt phos inh inconclusive and CCT chaperon mod -1.6.
For O=C(Cc1cccs1)N/N=C/C(Br)=C/c1ccccc1 the results were HepG2 tox -22%, TGFb inhibitor -13%, A549 tox -2%, Mm-Cpn inhibitor -1%, Nrf2 activator 14%, S2 tox inactive, Nrf2 inh -6%, Akt phos inh inactive and CCT chaperon mod -1.5.
COc1ccccc1N1CCN(C(=O)c2ccc(Cl)c(S(=O)(=O)NCc3ccco3)c2)CC1 was read as HepG2 tox -14%, TGFb inhibitor -7%, A549 tox -26%, Mm-Cpn inhibitor 0%, Nrf2 activator -0.1%, S2 tox inactive, Nrf2 inh inconclusive, Akt phos inh inactive and CCT chaperon mod -1.7.
For CN(C)CCNC(=O)c1ccc(Sc2ccc(Br)cc2)c([N+](=O)[O-])c1 the results were HepG2 tox -30%, TGFb inhibitor -16%, A549 tox 2%, Mm-Cpn inhibitor -1%, Nrf2 activator 4.3%, S2 tox inactive, Nrf2 inh 5%, Akt phos inh inactive and CCT chaperon mod -0.7.
For CCn1c(=O)c(NC(=O)c2ccccc2)c2n(c1=S)CCCCC2 the results were HepG2 tox 19%, TGFb inhibitor 33%[activator], A549 tox 4%, Mm-Cpn inhibitor 2%, Nrf2 activator 0.6%, S2 tox inactive, Akt phos inh inactive and CCT chaperon mod -1.5.
Screening CCCCCCCCNC(CO)(CO)CO returned HepG2 tox -10%, TGFb inhibitor -7%, A549 tox 0%, Mm-Cpn inhibitor 1%, Nrf2 activator 2.0%, S2 tox inactive, Nrf2 inh -5%, Akt phos inh inactive and CCT chaperon mod 0.7.
Screening Cn1c(SCC(=O)Nc2ccc(Cl)cn2)nnc1C1CC1 returned HepG2 tox 5%, TGFb inhibitor 0%, A549 tox -4%, Mm-Cpn inhibitor 0%, Nrf2 activator -0.3%, S2 tox inactive, Nrf2 inh 1%, Akt phos inh inactive and CCT chaperon mod -0.9.

High-throughput results deposited in PubChem BioAssay by National Center for Advancing Translational Sciences (NCATS).
